# Screens as filed in PubChem.
# GRK2 inh – inhibitors of human GRK2 displacing RNA aptamer; P25098; bead flow cytometry, FAM-aptamer displacement from GRK2; inhibition of aptamer binding, % at 10 µM; actives 0.59% (n = 330,000); AID 488847;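 active = inhibition of aptamer binding above 40%, roughly 3 SD of noise, on plates passing a quality check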;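 also: median bead fluorescence of bound FAM aptamer so fluorescent compounds give negative values; no value below 0 was filed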
# GLD-1 TGE inh – GLD-1-TGE RNA interaction inhibition (C. elegans); Q17339; purified GLD-1 + fluorescein TGE RNA, fluorescence polarization; inhibition, % at 5.96 µM; actives 0.44% (n = 320,000);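 active = percent inhibition above a per-plate cutoff, the plate mean of test compounds plus 3 SD, cut at about 30% in these data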;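 also: 0% = DMSO wells with GLD-1 and probe and 100% = wells lacking GLD-1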
# VLA-4 inh – inhibition in a human VLA-4 binding assay; VLA-4 expressing cells, ligand binding flow cytometry; AID 2557; inhibition, % (about 7 µM as worked out from the volumes in the protocol); actives 0.2% (n = 330,000); in the data active = inhibition above about 50%
# Target sequence (P13612 whole entry, looked up): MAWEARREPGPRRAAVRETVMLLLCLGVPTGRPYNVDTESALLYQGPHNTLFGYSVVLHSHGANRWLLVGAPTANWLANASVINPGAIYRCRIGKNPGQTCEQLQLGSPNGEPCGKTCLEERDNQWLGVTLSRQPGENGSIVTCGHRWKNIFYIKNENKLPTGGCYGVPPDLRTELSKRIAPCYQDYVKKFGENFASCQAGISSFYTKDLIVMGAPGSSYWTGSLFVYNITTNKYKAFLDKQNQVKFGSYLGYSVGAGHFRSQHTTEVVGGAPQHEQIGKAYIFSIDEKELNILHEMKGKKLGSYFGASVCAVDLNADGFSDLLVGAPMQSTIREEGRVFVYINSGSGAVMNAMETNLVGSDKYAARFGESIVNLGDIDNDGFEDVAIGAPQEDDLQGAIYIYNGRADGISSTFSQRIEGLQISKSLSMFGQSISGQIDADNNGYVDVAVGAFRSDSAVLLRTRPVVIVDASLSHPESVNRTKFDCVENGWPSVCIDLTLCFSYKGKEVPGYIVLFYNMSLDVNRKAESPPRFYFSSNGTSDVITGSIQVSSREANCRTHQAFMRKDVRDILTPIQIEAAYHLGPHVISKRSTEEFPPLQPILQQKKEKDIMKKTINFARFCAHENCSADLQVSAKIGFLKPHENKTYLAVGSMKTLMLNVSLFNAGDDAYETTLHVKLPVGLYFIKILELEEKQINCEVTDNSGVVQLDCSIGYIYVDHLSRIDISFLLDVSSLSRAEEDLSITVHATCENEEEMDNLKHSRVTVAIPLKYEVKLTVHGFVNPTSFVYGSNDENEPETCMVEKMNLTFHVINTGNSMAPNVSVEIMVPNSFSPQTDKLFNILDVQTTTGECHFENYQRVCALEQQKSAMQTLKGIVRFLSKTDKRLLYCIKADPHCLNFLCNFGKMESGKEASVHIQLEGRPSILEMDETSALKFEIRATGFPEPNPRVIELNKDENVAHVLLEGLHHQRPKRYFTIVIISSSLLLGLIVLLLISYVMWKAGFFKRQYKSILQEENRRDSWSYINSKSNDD
# CIT2-GFP yeast – modulators of TOR pathway CIT2-GFP in S. cerevisiae; S. cerevisiae CIT2-GFP strain, flow cytometry, 3 h; 100 means same as DMSO wells; GFP response vs DMSO, % at 10 µM; actives 0.065% (n = 320,000); AID 2029;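 active = GFP response relative to DMSO above a set limit, near the screen mean plus 3 SD, cut at about 150% in these data; inconclusive = Fewer than 70 cells measured for a yeast strain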;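 also: ratio of well median GFP fluorescence to mean of DMSO wells on the plate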
# MCL1 BIM primary – MCL1-BIM-BH3 interaction inhibition (human); Q07820; GST-MCL1 / FITC-Bim-BH3 fluorescence polarization; inhibition, % at 10.9 µM; actives 0.68% (n = 320,000);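 active = inhibition above the mean inhibition of all tested compounds plus 3 SD, set per campaign, cut at about 40% in these data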;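 also: 0% = DMSO wells and 100% = unlabeled Bim-BH3 peptide control; higher means more loss of mP so more displacement of Bim peptide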
# Yeast superoxide – yeast age-related superoxide inhibition as caloric restriction mimetic. actives 0.18% (n = 330,000). S. cerevisiae aged cells, superoxide DHE fluorescence; hits give low values. superoxide response (% of plate mean), % at 10 µM;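 active = superoxide response under a set limit, about three screen SD below normal, cut at about 65% in these data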;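 also: yeast aged for seven days with compound at 30 °C before DHE staining; 100% = average MFI of all compound-treated wells on the plate with controls excluded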
# Bcl-xL primary – inhibitors of human Bcl-xL | Q07817 | GST-Bcl-xL / FITC-Bim BH3 peptide fluorescence polarization | inhibition, % at 10.9 µM | actives 0.7% (n = 320,000);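 active = inhibition above the mean of all tested compounds plus 3 SD, cutoff set per campaign, cut at about 30% in these data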;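 also: 0% = DMSO wells and 100% = unlabeled Bim-BH3 peptide competitor; inhibitors lower millipolarization by displacing the labeled peptide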
# MEX-5 binding – C. elegans MEX-5 TCR-2 RNA binding activity; activity score (negative = inhibition of binding), % at 10 µM; AID 1832; actives 0.38% (n = 300,000); MEX-5/FITC-TCR2 RNA binding, fluorescence polarization; hits give low values;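 active = inhibition past about -25% in most replicates, and total fluorescence under double the plate's negative control median, limit read from the data; inconclusive = replicates evenly split on the limit, or fluorescence at least double controls; inactive = too little inhibition in most replicates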;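 also: 0% = DMSO and -100% = 5 µM competing unlabeled TCR2 RNA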
# AGP1 TOR yeast – modulators of TOR pathway AGP1-GFP in S. cerevisiae | S. cerevisiae AGP1-GFP multiplex flow cytometry, 3 h; GFP as percent of DMSO wells | GFP response vs DMSO, % at 10 µM | actives 0.02% (n = 320,000);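 active = GFP response relative to DMSO above a set limit, near screen average plus 3 SD, cut at about 150% in these data; inconclusive = fewer than 70 cells counted for the yeast strain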;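 also: median GFP channel fluorescence of the gated AGP1 strain per well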
# Active calls of the source: *; u = inconclusive; x = not tested or not shown; [ ] = remark or other dose. Compounds were not picked by outcome. Share with any hit: about 2.1%.
SMILES,GRK2 inh,GLD-1 TGE inh,VLA-4 inh,CIT2-GFP yeast,MCL1 BIM primary,Yeast superoxide,Bcl-xL primary,MEX-5 binding,AGP1 TOR yeast
O=C1c2ccccc2C(=O)c2c1cccc2N1CCN(C/C=C/c2ccccc2)CC1,0,9,11,92,14,152,21,-3.4,85
CCn1ccnc1CN1CCCC(C(=O)c2ccc3cc(OC)ccc3c2)C1 (centres undefined),0,-7,8,94,10,113,1,2.5,95
O=C(CSc1nnc(C2CCCCC2)o1)N1CCCCC1,0,0,-4,107,1,107,4,2.6,115
Cc1ccc(NC(=O)c2ccc(COc3ccccc3[N+](=O)[O-])o2)nc1,0,3,-11,86,6,100,5,x,94
COc1ccc(CN(C)CC(=O)Nc2cc3oc4ccccc4c3cc2OC)c(OC)c1,0,3,2,106,-2,89,3,0.4,95
Fc1ccccc1-c1nc(-c2cnccc2C(F)(F)F)no1,0,1,-2,91,7,101,1,2.7,99
CCCC(=O)N1CCN(c2ccc(NC(=O)c3cc4ccccc4o3)cc2Cl)CC1,3,9,-9,83,5,130,10,-1.1,84
CC(=O)c1cccc(NC(=O)CN2C(=O)COc3ccc(S(=O)(=O)N4CCOCC4)cc32)c1,6,11,-1,110,-4,95,-2,-0.8,104
CCOc1ccc(-c2nnc(-c3ccccc3)o2)cc1,2,5,9,u,2,91,2,-1.1,x
O=C(Nc1cccc(-c2cccc(F)c2)c1)C1CCN(Cc2ccc(CO)o2)CC1,0,8,22,102,4,92,3,1.4,97
COc1ccc(C(=O)CSc2nc(C)cc(=O)[nH]2)cc1C,3,-4,14,97,2,96,2,0.7,97
C#CCOc1ccc(/C=C2\SC(=S)N(Cc3cccnc3)C2=O)cc1,0,0,6,98,6,99,3,2.6,101
CCOC(=O)Nc1ccc(C)cc1C,1,7,-5,101,3,107,7,1.3,107
CCN(Cc1ccccc1)C(=O)CN1C(=O)NC2(CC(C)CC(C)(C)C2)C1=O (centres undefined),3,1,-1,94,-4,107,3,-0.7,94
O=C(c1ccc(F)cc1)c1cc2ccc(O)cc2oc1=O,0,-7,1,94,-4,107,0,-3.3,93
COc1nc(N)nc(N2CCOCC2)n1,1,1,-1,98,0,91,5,0.0,102
NC(=O)CSc1nnnn1-c1ccc(OC(F)(F)F)cc1,2,-2,4,101,2,114,4,1.0,103
COc1ccc(CNS(=O)(=O)c2ccc(C3CNC(=O)C3)cc2)cc1 (centres undefined),0,7,9,104,0,94,1,-0.4,103
CC(=O)c1ccc(N2CCN(C(=O)/C=C/c3cccs3)CC2)cc1,2,7,-1,91,6,108,4,2.8,95
Cn1[nH]c(-c2ccccc2)c(/C=N/O)c1=O,1,7,3,96,13,105,7,0.1,98
COc1ccc(NC(=O)c2ccccc2)cc1,0,6,-8,99,8,94,-4,x,97
Fc1ccc(CCNC(=S)Nc2ccc(F)cc2)cc1,1,4,3,89[may fluoresce red],-1,91,0,1.8,90[may fluoresce red]
Cc1ccc(/C=N\NC(=O)c2cc(OCC(F)(F)F)ccc2OCC(F)(F)F)cc1,0,2,17,100,1,105,2,-1.9,108
O=C(CSc1cc(Cl)ccc1Cl)NCCN1C(=O)CSC1=O,0,6,7,98,x,90,x,x,102
COC(C(=O)N/N=C(\C)c1ccc(C(C)(C)C)cc1)c1ccccc1 (centres undefined),2,x,12,98,x,104,x,-3.0,103
O=C(NCc1cccs1)c1ccccc1F,0,1,18,97,-2,94,7,-1.5,96
CC1(C)CC(=O)C=C(Nc2cccc(C(F)(F)F)c2)C1,0,3,8,99,4,104,3,3.8,111
CC(C)(C)c1nc(SCC(=O)NCc2cccs2)c2ccccc2n1,3,3,-4,91,-4,117,4,-1.8,97
CSc1ccc(CN(C)CC(=O)NCc2ccccc2)cc1,0,1,-2,107,-1,100,3,0.8,109
O=C(CN1CCN(c2ccccc2F)CC1)NC(=O)NCc1ccccc1,0,3,-2,109,2,98,8,-0.2,101
COc1ccccc1-c1cc(C(F)(F)F)nc(S(=O)(=O)CCCC(=O)N2CCOCC2)n1,6,-7,-8,104,5,89,10,0.5,101
CCOC(=O)c1sc2nc(CSc3ccccc3)[nH]c(=O)c2c1C,75*,-10,-5,103,0,94,2,3.9,105
O=C(CN1C(=O)c2ccc([N+](=O)[O-])cc2C1=O)NCc1ccco1,3,2,-1,98,-1,104,2,0.9,101
C=CCn1cn[nH]c1=S,0,6,2,99,0,102,-1,2.4,110
O=C1NCCN(Cc2ccoc2)C1CC(=O)N(Cc1ccccc1)CC1CCC1 (centres undefined),2,4,-1,92,10,83,7,2.0,94
O=C(N1CCOCC1)N(Cc1cccs1)C1CCCC1,6,3,-13,95,8,85,5,1.2,97
Brc1ccc(CNCCCSc2ncccn2)cc1,0,3,13,104,-5,104,4,0.8,102
COc1ccc(/C=C2\C(=O)NCC(=O)N2Cc2ccccc2)cc1,4,6,28,94,1,105,-3,0.6,94
COc1ccc(-c2[nH]ncc2CN(C)Cc2cc(C)[nH]n2)c(F)c1,1,-5,8,97,2,95,9,5.0,96
COc1cccc(NC(=O)Cn2c(CCC(=O)O)ccc2-c2ccccc2)c1,0,12,-6,99,-6,105,0,-2.4,101

# The final two entries of the section before come first, to join the parts:
SMILES,GRK2 inh,GLD-1 TGE inh,VLA-4 inh,CIT2-GFP yeast,MCL1 BIM primary,Yeast superoxide,Bcl-xL primary,MEX-5 binding,AGP1 TOR yeast
COc1ccc(-c2[nH]ncc2CN(C)Cc2cc(C)[nH]n2)c(F)c1,1,-5,8,97,2,95,9,5.0,96
COc1cccc(NC(=O)Cn2c(CCC(=O)O)ccc2-c2ccccc2)c1,0,12,-6,99,-6,105,0,-2.4,101
CCOC(=O)c1c(-c2ccc(C)o2)csc1NC(=O)CSc1nnc(C)s1,3,4,-2,84,5,79,2,-1.4,91
CC(=O)Nc1ccc(S(=O)(=O)N(C)CC(=O)OCC(=O)N2CCN(C(=O)c3ccco3)CC2)cc1,9,1,22,91,-2,101,2,-1.1,95
O=c1c(/C=N/O)coc2ccc(Cl)cc12,2,-28,8,95,-49,115,-37,-0.9,97
CCOC(=O)c1csc(NC(=O)c2ccc(OC)c(OC)c2)n1,0,3,-11,67,3,108,6,1.8,74
CC(C)CCOc1ccc(C(=O)C[N+]2(C)CCOCC2)cc1,0,-7,-1,93,-13,108,-11,2.3,96
O=C(NCc1ccco1)c1cc2nc(-c3cccs3)cc(C(F)(F)F)n2n1,1,0,20,83,1,88,1,3.5,87
Cc1ccccc1NC(=O)c1cccc(S(=O)(=O)Nc2cccc(C(=O)O)c2)c1,4,0,12,106,8,102,4,1.8,103
COc1ccc(N2C(=O)CC(N3CCN(c4ccc(S(C)(=O)=O)cc4)CC3)C2=O)cc1 (centres undefined),0,4,-2,113,-7,87,4,0.2,108
COc1cc(OC)c(S(=O)(=O)Nc2ccccc2C(=O)O)cc1S(=O)(=O)Nc1ccccc1C(=O)O,5,8,15,104,11,122,1,-0.4,104
N#Cc1c(C(F)(F)F)cc(-c2cccs2)nc1SCC(=O)O,0,-3,8,104,9,101,7,-0.6,102
O=C(COC(=O)COc1ccccc1)NC1CCCC1,1,5,7,92,-2,103,1,x,94
CC(=O)Nc1ccc(NC(=O)CN(c2ccc(F)cc2)S(=O)(=O)c2ccc3c(c2)OCCO3)cc1,0,0,19,100,9,110,6,2.3,100
CCN1CCN(c2ccc(S(=O)(=O)N3CCCCC3)cc2NC(=O)c2ccc([N+](=O)[O-])s2)CC1,0,2,10,110,-11,122,-8,1.1,108
Cc1ccc(S(=O)(=O)N2[C@@H](c3ccc(C(C)(C)C)cc3)C(C(=O)O)=CC[C@H]2c2cccc(Cl)c2)cc1,0,4,-10,91,x,101,x,x,88
COc1ccc(-c2ccc(/C=C3/C(=N)N4C=CSC4=NC3=O)o2)c([N+](=O)[O-])c1,0,3,4,90,6,99,11,-1.9,85
Cc1c(C(N)=O)sc2nc(-c3ccccc3)cn12,0,-7,-9,103,-5,81,-5,-2.4,101
O=C(COc1ccc(Cl)cc1Cl)N(Cc1ccco1)C1CCS(=O)(=O)C1 (centres undefined),0,2,9,101,5,98,0,-0.9,99
COc1ccc(CNC(=O)c2nc(S(=O)(=O)Cc3ccccc3)ncc2Cl)cc1,2,-2,15,92,1,133,3,-0.4,94
CCCc1[nH]n(-c2nc3ccccc3s2)c(=O)c1C=NCCCN(CC)CC,0,6,-3,100,4,87,0,0.1,101
COCCN(CC(=O)NCc1ccccc1)C(=O)CCC(=O)Nc1nccs1,0,-4,2,101,-3,95,2,4.4,97
CS(=O)(=O)C1=NSC2=NC(=O)/C(=C\c3cccn3-c3ccc(Cl)cc3)C(=N)N21,2,14,33,103,17,117,19,x,109
COc1ccc(-c2nnc(SCC(=O)NCCc3ccc(S(N)(=O)=O)cc3)o2)cc1OC,0,0,-2,99,-4,93,-5,0.7,108
CC(C)(C)C(=O)NCC12C=CC(O1)C1C(=O)N(c3ccccc3)C(=O)C12 (centres undefined),0,7,8,109,6,97,8,-0.4,104
CC(O)[C@H]1CNC(=S)N1CCc1cccc(F)c1 (some centres undefined),0,-1,-10,94,1,110,2,-4.4,100
CC(C)(C)OC(=O)[C@H](Cc1ccccc1)NC(=O)c1nc[nH]c1C(=O)NCc1ccccc1,1,-7,-10,93,-5,102,-5,2.0,102
COc1ccc(C(=O)Nc2ccc(C(=O)N3CCCCC3)cc2)cc1OC,0,4,19,u,2,103,5,3.1,16[may fluoresce violet]
CCOC(=O)c1nn(-c2cccc(C)c2)cc1C(=O)c1ccccc1,0,8,2,90,1,101,3,-1.8,100
O=C(c1ccc(F)cc1Cl)N(Cc1ccco1)C1CCS(=O)(=O)C1 (centres undefined),0,4,-1,98,12,81,11,x,107
CNC(=O)c1c(NC(=O)CCS(=O)(=O)c2ccc(C)cc2)sc2c1CCN(C(=O)OC)C2,0,5,-8,107,8,90,9,1.7,108
O=C(NC(=S)Nc1ccccc1O)c1ccccc1Cl,1,0,7,97,14,98,6,-3.7,89
Cc1cc(NS(=O)(=O)c2ccc(NC(=O)C(C)Oc3ccccc3Cl)cc2)no1 (centres undefined),0,-1,-22,83,0,90,5,-0.5,99
CCCC1(CCC)NC(=O)N(CC(=O)N2CCc3ccccc32)C1=O,3,0,20,112,x,84,x,x,114
Cc1[nH]n(-c2cccc(Cl)c2)c(=O)c1-c1ccccc1,0,3,0,100,-3,97,2,0.5,98
CN(C)c1ccc(N=Nc2ccccc2C(=O)OCC(=O)NCC2CCCCC2)cc1,0,-2,8,93,-6,97,5,-0.1,90
CN(CC(=O)Nc1ccc(Cl)c(Cl)c1)Cc1nnc(-c2ccc(F)cc2)o1,2,1,-5,93,3,114,3,1.3,93
CN(CC(=O)Nc1ccc2c(c1)OCCO2)Cc1nc2ccccc2c(=O)[nH]1,0,4,-2,94,2,76,-1,x,99
COc1ccccc1N1CCN(Cc2nc(N)nc(Nc3ccccc3)n2)CC1,1,-6,0,102,7,99,4,1.5,94
COc1ccc(C2=C(c3ccc(OC)c(OC)c3)CN3CCCCC3C2)cc1 (centres undefined),0,0,19,90,x,92,x,x,91
O=C(NC1CC1)c1ccc2c(c1)C1C3CCC(C3)C1C(c1ccccc1)N2 (centres undefined),2,7,14,83,6,111,1,0.9,88
CCCCn1c(SCC(=O)Nc2sc3c(c2C(N)=O)CCC3)nnc1-c1ccccc1,4,5,-10,u,7,80,12,0.9,u
